Efa HMGR inh: E. faecalis class II HMG-CoA reductase inhibition | purified E. faecalis HMGR, NADPH absorbance 340 nm kinetic | inhibition, % at 10 µM | hit rate 0.41% among 190,000;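 active means inhibition above a set limit, the median over all tested compounds plus 3 SD, cut at about 9.5% in these data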;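 further: enzyme runs in reverse so mevalonate oxidation gives rising NADPH absorbance; 0% = complete reaction with DMSO and 100% = background rate lacking mevalonate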
DTT redox prof: compounds producing H2O2 with reducing agent – biochemical, NIH compound library profiling, artefact control for MLSCN library redox annotation, primary screen. DTT-dependent redox cycling H2O2, phenol red/HRP absorbance; 100% = 100 µM peroxide control, 0% = buffer. activation, % at 10 µM. hit rate 0.03% among 200,000. AID 878;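 active means activation of at least 50% relative to the plate's high and low controls in the primary single-dose screen; inactive means activation below 50%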;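 further: compound incubated with DTT at 0.8 mM final as the reducing agent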
Hsp70 act: transcriptional activators of Hsp70 | activation, % at 10 µM | hit rate 0.04% among 200,000 | AID 1203 | HeLa Hsp70 promoter luciferase reporter, luminescence; scaled: vehicle 0, proteasome-inhibitor control 100%;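 active means activation above the mean across all tested compounds plus 3 SD, cutoff set per campaign, cut at about 5.5% in these data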;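 further: 100% = MG132 at 30 µM as the positive control and 0% = DMSO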
STAT1 inh: inhibitors of IFN-gamma induced STAT1 signaling; NIH 3T3 STAT1-luciferase reporter, luminescence; inhibition, % at 5.5 µM; hit rate 0.35% among 200,000; AID 920;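 active means inhibition above a set limit, the mean inhibition across all tested compounds plus 3 SD, cut at about 34% in these data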;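 further: 0% = IFN-gamma with DMSO and 100% = IFN-gamma with 300 µM nifuroxazide; values of inactives mirror those of a sister screen read the other way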
NF-kB neuron act: raises NF-kB expression in human neuronal cells. NF-kB reporter expression; stronger effect = higher value. fold change at 12.5 µM. hit rate 1.6% among 190,000; in the data active means fold change above about 3.3
STAT3 act: activators of IL-6 induced STAT3 signaling; U3A cells, IL-6 STAT3-luciferase reporter, luminescence; 100% = signal with IL-6 EC80 alone; activation (% of control), % at 5.6 µM; AID 871; hit rate 0.91% among 190,000;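 active means activation above the screen-wide mean of compound activation plus 3 SD, cut at about 130% in these data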;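 further: 0% = background luminescence of wells with medium and substrate only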
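Test system: STAT3-luciferase reporter U3A cells; Detection: reporter luminescence signal; Times: 1 h compound pre-exposure, 6 h IL-6 stimulation, 37 °C; Benchmarks: IL-6-only high control; Also added: IL-6 stimulus at 33 ng/mL final.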
APP 5'UTR act: activates APP 5'UTR luciferase reporter; SH-SY5Y APP 5'UTR luciferase reporter, luminescence; zero percent = DMSO vehicle wells; activation, % at 2 µM; hit rate 1% among 190,000; AID 1276;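 active means activation above a set limit, based on mean plus 3 SD of controls, cut at about 140% in these data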; further: values of inactives mirror those of a sister screen read the other way
TLR4 MyD88 comp: inhibitors of human TLR4-MyD88 binding; O00206+Q99836; HeLa CL3-4 TLR4/MyD88 BLA complementation, FRET ratio; hit rate 0.18% among 200,000; inhibition, % at 8.4 µM; in the data active means inhibition above about 25%;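 further: 0% = vehicle and 100% = reference inhibitor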
Target sequence (O00206 whole entry, looked up): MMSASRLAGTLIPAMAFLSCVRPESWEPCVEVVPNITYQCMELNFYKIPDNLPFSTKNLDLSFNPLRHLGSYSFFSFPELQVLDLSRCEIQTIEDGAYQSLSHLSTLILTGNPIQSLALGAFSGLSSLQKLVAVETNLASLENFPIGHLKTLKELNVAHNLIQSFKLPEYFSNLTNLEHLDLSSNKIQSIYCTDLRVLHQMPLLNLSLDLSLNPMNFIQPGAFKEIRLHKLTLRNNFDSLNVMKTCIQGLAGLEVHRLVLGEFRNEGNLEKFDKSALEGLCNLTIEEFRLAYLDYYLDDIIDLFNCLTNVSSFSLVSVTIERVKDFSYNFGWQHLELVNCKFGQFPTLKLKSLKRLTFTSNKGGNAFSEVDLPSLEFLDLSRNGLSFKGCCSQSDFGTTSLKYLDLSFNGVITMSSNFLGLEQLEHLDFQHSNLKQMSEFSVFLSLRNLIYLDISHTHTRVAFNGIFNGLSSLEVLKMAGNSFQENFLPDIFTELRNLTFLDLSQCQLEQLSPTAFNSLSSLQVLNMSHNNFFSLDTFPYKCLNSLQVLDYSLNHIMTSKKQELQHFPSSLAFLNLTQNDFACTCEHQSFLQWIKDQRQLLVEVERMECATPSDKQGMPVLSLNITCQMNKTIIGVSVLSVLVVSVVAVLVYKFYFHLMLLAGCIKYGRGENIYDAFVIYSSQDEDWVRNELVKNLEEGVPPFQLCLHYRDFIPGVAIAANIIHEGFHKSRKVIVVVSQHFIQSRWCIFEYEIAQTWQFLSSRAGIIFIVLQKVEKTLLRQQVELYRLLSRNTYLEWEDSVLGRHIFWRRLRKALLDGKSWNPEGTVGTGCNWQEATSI
Target sequence (Q99836 whole entry, looked up): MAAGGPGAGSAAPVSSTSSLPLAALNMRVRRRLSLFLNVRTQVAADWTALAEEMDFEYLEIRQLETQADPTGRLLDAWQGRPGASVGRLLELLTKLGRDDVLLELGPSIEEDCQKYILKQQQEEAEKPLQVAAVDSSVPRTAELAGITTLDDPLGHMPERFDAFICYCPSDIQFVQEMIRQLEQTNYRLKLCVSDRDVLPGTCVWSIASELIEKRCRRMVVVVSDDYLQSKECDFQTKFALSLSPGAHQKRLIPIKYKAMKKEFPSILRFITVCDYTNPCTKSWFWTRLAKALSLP
STAT1 act: increases IFN-gamma driven STAT1 reporter signal; NIH 3T3 STAT1-luciferase reporter, luminescence; 100% = IFN-gamma alone, no compound; activation (% of control), % at 5.5 µM; hit rate 2.6% among 200,000;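 active means activation above the screen-wide mean activation plus 3 SD, cut at about 130% in these data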;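 further: raw ratio to IFN-gamma control signal so 100% means no change and 0% no light; values of inactives mirror those of a sister screen read the other way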
STAT3 blocker: reduces IL-6 driven STAT3 reporter signal; U3A cells, IL-6 STAT3-luciferase reporter, luminescence; host cell line lacks STAT1; inhibition, % at 5.5 µM; hit rate 0.89% among 190,000; AID 862;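 active means inhibition above the mean inhibition across all screened compounds plus 3 SD, cut at about 44% in these data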;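 further: 0% = DMSO only wells and 100% = 100 µM nifuroxazide control wells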
Numbers without * were called inactive; nt = no result given.

The opening three records, ahead of the listing:
SMILES	Efa HMGR inh	DTT redox prof	Hsp70 act	STAT1 inh	NF-kB neuron act	STAT3 act	APP 5'UTR act	TLR4 MyD88 comp	STAT1 act	STAT3 blocker
COc1c(C(=O)Nc2c(C)n(C)n(-c3ccccc3)c2=O)ccc2ccccc12	2	2.9	-0.1	-2	1.1	98	-4	-6	102	7
CC(=O)OC(/C(O)=C(\C#N)c1nc2ccccc2[nH]1)c1ccccc1 (configuration not stated)	-4	1.8	-0.1	0	3.6*	80	18	-9	100	28
C/C(CC1(O)C(=O)Nc2ccccc21)=N\O (configuration not stated)	-2	0.1	0.0	0	1.2	110	17	3	100	-16

This part in full, previewed entries included:
SMILES	Efa HMGR inh	DTT redox prof	Hsp70 act	STAT1 inh	NF-kB neuron act	STAT3 act	APP 5'UTR act	TLR4 MyD88 comp	STAT1 act	STAT3 blocker
COc1c(C(=O)Nc2c(C)n(C)n(-c3ccccc3)c2=O)ccc2ccccc12	2	2.9	-0.1	-2	1.1	98	-4	-6	102	7
CC(=O)OC(/C(O)=C(\C#N)c1nc2ccccc2[nH]1)c1ccccc1 (configuration not stated)	-4	1.8	-0.1	0	3.6*	80	18	-9	100	28
C/C(CC1(O)C(=O)Nc2ccccc21)=N\O (configuration not stated)	-2	0.1	0.0	0	1.2	110	17	3	100	-16
O=C(COC(=O)CSc1cc(Cl)ccc1Cl)Nc1ncc(C(F)(F)F)cc1Cl	-15	0.5	-0.5	5	1.1	107	-12	-6	96	-2
C/C(=N/NC(=O)C1COc2ccccc2O1)c1ccco1 (configuration not stated)	-2	0.5	-0.3	-5	1.3	97	6	-15	104	-2
CCOC(=O)c1nn(-c2cccc(Cl)c2)c(C)c1C(C)=O	-3	0.1	0.8	-1	1	105	7	-10	101	-6
COC(=O)c1nnn(CC(=O)Nc2cccc(Cl)c2)c1C(=O)OC	4	0.0	0.4	4	1	94	1	1	97	11
O=C(Cn1cnc2ccccc2c1=O)NCCC(=O)Nc1ccc2c(c1)OCO2	-1	-0.6	0.4	-5	1.1	106	6	2	103	-3
O=C(/C=C/Nc1ccc(F)cc1)c1ccc(Br)cc1	-2	-1.6	0.4	-78	nt	86	135	11	172*	22
O=C(c1cccc(Br)c1)c1cn(-c2ccccc2)nc1C(=O)c1ccccc1	-1	0.9	-0.2	3	0.82	89	2	-5	97	14
Cc1occc1-c1nnc(SCC(=O)c2cc3ccccc3oc2=O)o1	-2	-0.6	-0.1	-5	1	102	-6	-5	105	3
COc1cc(NC(=O)c2ccc(COc3ccccc3Br)o2)cc(OC)c1OC	3	4.1	0.1	2	0.3	102	1	1	98	2
CCOC(=O)C1CCN(C(=O)/C=C/c2ccccc2)CC1	0	-1.0	-0.2	-26	1.8	115	86	8	123	-4
O=c1ccccn1Cc1ccccc1F	5	1.4	-0.2	3	1.1	109	-9	6	97	-5
CC(NC(=O)c1cccc(C(F)(F)F)c1)C(c1ccccc1)N1CCOCC1 (configuration not stated)	-3	0.0	-0.5	6	1.1	103	21	3	93	-2
Cc1c(-c2ncn[nH]2)sc(C#N)c1-c1ccccc1	-1	-0.4	0.0	-7	1.1	97	-9	-1	106	11
CC(=O)Nc1ccc(NC(=O)CSc2ccccn2)cc1	1	-0.8	-0.1	17	1.3	98	7	-17	85	2
Cc1cc(C)nc(N(C#N)Cc2ccccc2C)n1	4	-0.6	-0.3	-15	0.89	99	-11	0	112	6
Cc1cc(NC(=O)c2ccc(-c3ccc(F)c(Cl)c3)o2)no1	0	0.0	0.0	-25	1.3	85	34	4	122	25
Cc1cc(NC(=O)CSc2cn(C)c3ccccc23)no1	-9	0.3	-0.1	13	1	97	-29	0	88	12
CCC(C)NC(=O)c1cc2cc3ccc(OC)cc3nc2s1 (configuration not stated)	-1	0.1	-0.4	-58	5*	78	214*	-8	153*	30
Brc1ccccc1CN1CCC(N2CCCCC2)CC1	-1	0.3	-0.1	2	2.3	102	-2	-6	98	2
O=C(CSc1n[nH]c(-c2ccccc2Cl)n1)NCc1cccc(C(=O)O)c1	-5	0.2	-0.1	-4	1.4	91	21	-2	102	14
CC(C)(C)N(NC(=O)OCc1ccccc1)C(=O)c1ccccc1	-5	-0.5	-0.5	4	0.98	96	-7	-12	97	3
CC(=O)Nc1ccc(N=C(C2=C(O)c3ccccc3C2=O)c2ccccc2)cc1	-6	-1.3	-0.4	-6	0.73	100	9	6	105	4
Going on with the list:
SMILES	Efa HMGR inh	DTT redox prof	Hsp70 act	STAT1 inh	NF-kB neuron act	STAT3 act	APP 5'UTR act	TLR4 MyD88 comp	STAT1 act	STAT3 blocker
Cc1cccc(C)c1OCC(=O)N1CC2(C)CC1CC(C)(C)C2 (configuration not stated)	-2	0.4	-0.2	-6	0.93	101	-11	-5	105	6
Cc1cc(S(=O)(=O)n2cnc3cc([N+](=O)[O-])ccc32)ccc1Cl	-1	-0.3	-0.2	-3	1.1	107	8	-20	103	-11
CNC(=S)NNC(=O)c1ccc2c(c1)OCO2	-5	-1.1	-0.2	8	1.1	98	5	-3	92	9
Cc1ccc(Cc2cnc(NC(=O)C3=NCCN3)s2)cc1	-4	1.0	-0.1	-10	1.3	100	-18	0	108	7
Cc1cc(=O)[nH]c(SCC(=O)NCCC2=CCCCC2)n1	1	-0.5	-0.1	8	1	98	11	-3	91	11
Oc1c(Br)cc(C2N=C(c3ccccc3)NO2)cc1Br (configuration not stated)	0	2.3	0.2	9	0.74	85	11	18	91	21
COc1ccc(Nc2nc(N)nc(SCc3nnc(C)s3)n2)cc1	-3	1.3	0.7	-12	1.6	113	43	-3	111	-7
CCOC(=O)c1c(/N=C/N(C)C)sc2c1CCC2	-2	-0.1	-0.3	-3	1.1	101	-18	-2	103	3
CC(C)c1nnc(N2C(=O)c3oc4ccccc4c(=O)c3C2c2ccco2)s1 (configuration not stated)	-1	0.7	-0.2	17	1.3	85	22	-5	85	20
O=C1Nc2ccc(S(=O)(=O)N3CCCCCC3)c3cccc1c23	2	-4.1	-0.2	6	0.73	105	4	9	95	-1
NC(=O)c1ccc(NC(=O)c2ccccc2S(=O)(=O)c2ccccc2[N+](=O)[O-])cc1	-3	0.1	-0.3	5	1.2	93	-4	3	96	10
O=C(c1ccccc1)c1cccs1	-3	-0.6	-0.3	2	nt	97	5	-14	97	8
CCOc1ccc(N2C(=O)c3cccnc3C2Nc2ccc(Cl)cc2)cc1 (configuration not stated)	-6	-6.6	-0.4	12	0.87	109	0	-8	89	-7
CCOC(=O)N1CCN(C(=O)CSCC(=O)Nc2nc(-c3ccc(C)cc3)cs2)CC1	-5	0.1	0.0	3	1.2	79	2	6	98	33
CCOC(=O)c1ccc2c(c1)[nH]c(=S)n2CC	-6	-1.3	0.3	-5	0.98	88	16	-11	103	18
COc1ccc(NC(=O)CSc2nnc(Cn3cnc4ccccc43)o2)cc1	-6	-0.2	-0.1	-7	1	102	13	-13	107	7
COc1ccc(CNC(=O)CCCn2nc(C)c([N+](=O)[O-])c2C)cc1OC	-5	6.5	0.1	2	1.4	111	9	4	97	-8
CC(=O)c1ccc(NC(=O)C(=O)c2cn(CC(=O)N3CCCCC3)c3ccccc23)cc1	-3	4.5	0.1	1	1.1	101	-10	-7	99	4
NC(=O)Cc1ccc(Nc2nnc(-c3ccc(O)cc3)c3ccccc23)cc1	-4	0.1	-0.3	-1	1.1	96	29	9	101	5
CC(C)(C)NC(=O)NC(=O)COC(=O)c1ccc2c(c1)S(=O)(=O)N=C1CCCCCN12	-6	-0.3	-0.3	6	0.99	91	2	2	94	12
COc1ccc2c(c1OC)CN(C)CCc1cc3c(cc1C(=O)C2)OCO3	-5	0.5	-0.2	-3	1.2	102	15	13	102	4
CCCC(=O)Nc1ccc(C(=O)NNC(=O)c2cccc([N+](=O)[O-])c2)cc1	-5	-1.6	-0.3	-4	0.91	104	-2	-1	102	-3
O=C(C1CCCCC1)N1CCN(S(=O)(=O)c2ccc(Cl)cc2)CC1	-4	1.0	-0.4	1	1.2	96	-8	4	100	9
COc1cc2c(cc1/C=C/C(=O)O)OC(C)C2 (configuration not stated)	0	-1.6	-0.1	6	1.1	102	6	3	94	2
COc1ccc(C(O)(C(=O)NNc2ccc(C)cc2)c2cccs2)cc1 (configuration not stated)	-4	-0.3	0.1	0	1.1	109	6	-2	100	-11
Additional compounds follow:
SMILES	Efa HMGR inh	DTT redox prof	Hsp70 act	STAT1 inh	NF-kB neuron act	STAT3 act	APP 5'UTR act	TLR4 MyD88 comp	STAT1 act	STAT3 blocker
COC(=O)Cc1cc(=O)[nH]c(/N=C(/NC(=O)c2ccccc2)Nc2ccccc2C)n1	nt	2.0	0.1	4	nt	97	17	-8	97	3
Cc1c(F)cccc1NS(=O)(=O)c1ccc(OCCNS(C)(=O)=O)cc1	-4	-9.6	0.0	11	0.66	103	0	-2	89	1
Cc1cc(C)nc(NC(=O)c2csnn2)c1	-5	0.2	-0.4	2	1	102	3	-4	99	-1
CCOC(=O)N1CCN(C(=O)c2ccc3c(=O)n(CCc4ccccc4)c(=O)[nH]c3c2)CC1	-4	2.7	-0.4	1	0.97	91	-2	-7	99	14
O=C(CSC1=NS(=O)(=O)c2ccccc21)Nc1ccccc1	-12	2.4	0.3	8	1.3	92	-14	-4	93	18
O=C(CCC(=O)Nc1ccccc1)NNC(=O)c1ccccc1Cl	-3	-0.1	-0.2	-4	1.2	101	3	-1	104	6
CCc1ccc(C2c3[nH]c4ccccc4c3CCN2C(=O)CN2CCN(CC)CC2)cc1 (configuration not stated)	6	0.5	-0.2	5	0.67	134*	-2	3	94	-32
Cc1ccc2c(c1)N(CCC(=O)NCCCOC(C)C)C(=O)C(C)O2 (configuration not stated)	-10	2.1	-0.6	-2	1	102	-13	-3	101	2
Nc1c(S(=O)(=O)c2ccccc2)csc1C(=O)O	-3	-1.6	-0.2	4	1.1	104	5	2	96	-3
CCCc1n[nH]c2c1/C(=N\O)CCC2	-9	0.2	-0.2	1	1.1	99	11	-3	99	1
Cc1ccc(C(C)NC(=O)C23CC4CC(CC(C4)C2)C3)cc1 (configuration not stated)	1	-0.5	-0.1	2	0.83	98	8	10	97	9
CCCOc1ccc(Cl)cc1CNc1ccccc1	1	0.7	0.0	-3	1.1	116	-11	-2	102	-5
CCOc1ccccc1NC(=O)Cn1c(=O)n(-c2ccc(OC)cc2OC)c(=O)c2c(C)c(C(=O)N(CC)CC)sc21	-2	-0.7	-0.2	5	1.3	106	2	-9	95	-5
COc1ccc(-n2nnnc2SCC(=O)Nc2cc(OC)c([N+](=O)[O-])cc2C)cc1	-3	-0.6	0.1	-9	nt	98	11	-16	106	7
COP(C)(=O)c1c(C)nn(-c2ccccc2)c1C (configuration not stated)	-4	2.3	0.0	2	1.5	104	15	-20	98	-1
CC(=O)N/C(=C\c1ccccc1)C(=O)NCC(=O)O	-4	0.8	-0.5	0	1.1	98	-3	1	100	-3
O=C(COC(=O)c1cc(S(=O)(=O)N2CCOCC2)ccc1F)c1ccc[nH]1	2	-0.1	-0.4	-1	0.92	101	-1	11	101	-3
CCOC(=O)Nc1oc2ccccc2c(=O)c1CN1CCOCC1	5	2.0	-0.3	19	0.39	85	8	-14	83	27
CCCCSc1nc(C)cc(SCC(=O)N/N=C/c2ccccc2)n1	0	-1.1	-0.1	20	1.6	114	10	-4	81	-2

High-throughput results: PubChem BioAssay, several laboratories

An unsorted share of the library; any-hit rate near 5.6%.
